# Source: PubChem BioAssay (National Center for Advancing Translational Sciences (NCATS))
# APE1 inh: qHTS Assay for Inhibitors of the Human Apurinic/apyrimidinic Endonuclease 1 (APE1). DNA repair nuclease/redox regulator APEX1 (Homo sapiens), P27695. recombinant APE1, TAMRA/BHQ-2 abasic DNA cleavage fluorescence. Potency, µM (doses to about 65.8 µM), without a hit: at the top dose activity change, negative = inhibition, actives largely listed as inhibitors. 0.35% of 350,000 active. AID 2517, 2012;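 note: potency is the fitted concentration of half-maximal effect; plate controls were vehicle for no effect and reference inhibitor for full effect; nearly all actives have a fitted effect of over 55% in size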
#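 Kinetic fluorescence read (525 ex/598 em nm, three reads 60 s apart) of AP-site incision; signal = third minus first read. Enzyme 0.75 nM, dual-labelled THF duplex 50 nM, compound preincubation 15 min RT.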
# Pol beta inh: qHTS Assay for Inhibitors of DNA Polymerase Beta | P06746 | Pol beta primer extension/strand displacement, fluorescence kinetic | Potency, µM (series often up to 114 µM), for the others: at the top dose activity change, negative = inhibition, actives largely listed as inhibitors | 1.3% of 340,000 active; note: potency is the fitted concentration of half-maximal effect; % is set by controls: 0 for no effect and ±100 for the full control effect
#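 Enzyme-only controls used 10 nM Pol beta; buffer lacking enzyme served as negative control. Compound preincubated 15 min, then 50 nM substrate added; 0 and 10 min reads at room temperature.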
# ERG-DNA inh: qHTS for Small Molecule Inhibitors of the ERG Ets/DNA interaction; fluorescence polarization, His-ERG Ets domain / labelled DNA; Potency, µM (titrated, usually from 76.9 µM), inactives show at the highest dose FP activity, negative = inhibition, actives largely listed as inhibitors; 0.028% of 370,000 active; AID 624246, 2012; active = well fitted inhibition curve with a large enough effect in the polarisation, with a control signal flat; inconclusive = small, poorly fitted or top-dose-only effect, or effect the other way, or a change in a side signal; inactive = no such curve, though single readings can be large or run the other way; the % refers to the polarisation;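 note: polarization taken with two DNA probes labelled with fluorescein and Texas red; potency is the fitted concentration of half-maximal effect; % of control where 0% means no effect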
#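 His-tagged ERG Ets domain (1 uM in the protein solution; 300mM KCl, 50mM Tris-HCl, 1mM EDTA, 1mM DTT, pH 7.5) received compound, then a probe mix of 5 nM fluorescein-DNA and 100nM Texas-615-DNA. Fluorescence polarization was read for both dyes.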
# Apoferritin bind: qHTS Assay for Identification of Novel General Anesthetics | 0.074% of 350,000 active | Potency, µM (top dose mostly 77.5 µM), for the others: at the highest dose activity change, negative = displacement, actives largely listed as inhibitors | apoferritin/1-aminoanthracene competitive binding, fluorescence; note: potency is the fitted concentration of half-maximal effect; % is set by controls: 0 for no effect and ±100 for the full control effect; nearly all actives have a fitted effect of over 20% in size
#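 Horse-spleen apoferritin (10 uM) in 50% saturated 1-aminoanthracene in PBS was incubated 10 min at room temperature with compound. Fluorescence (ex 380, em 535 nm) was normalized to free and bound 1-AMA, with concentration-response fitted by a four-parameter Hill equation.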
# ALOX12 inh: Primary qHTS assay for inhibitors of human arachidonate 12S-lipoxygenase (ALOX12): Round 2. Polyunsaturated fatty acid lipoxygenase ALOX12 (Homo sapiens), P18054. purified 12hLO, xylenol orange hydroperoxide absorbance. Potency, µM (series often up to 108 µM), without a hit: top-dose activity change, negative = inhibition, hits mostly inhibitors. 1.1% of 580,000 active; note: potency is the fitted concentration of half-maximal effect; % is set by controls: 0 for no effect and ±100 for the full control effect
#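 Purified human 12hLO (150 nM final) in 25 mM Hepes, 0.01% Triton X-100, pH 7.0 was preincubated 15 min at room temperature with compound. Then 40 uM arachidonic acid was added, 30 min. Hydroperoxide was read by Fe-XO absorbance ratio 573/405 nm.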
# POLK inh: qHTS for Inhibitors of Polymerase Kappa; DNA polymerase kappa (Homo sapiens), Q9UBT6; purified Pol kappa, fluorescent DNA synthesis assay, 10 min; Potency, µM (doses to about 107 µM), without a hit: at the top dose activity, negative = inhibition, hits mostly inhibitors; 0.53% of 400,000 active; AID 588579, 2011; note: potency is the fitted concentration of half-maximal effect; % is set by controls: 0 for no effect and ±100 for the full control effect
#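 10 nM Pol kappa preincubated 15 min at room temperature with compounds, then reaction started with substrate at 50 nM final. Fluorescence read kinetically at 0 and 10 min; buffer-only wells served as negative control.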
# BLM helicase inh: qHTS Assay for Inhibitors of Bloom's syndrome helicase (BLM) | RecQ-like DNA helicase BLM (Homo sapiens), P54132 | recombinant BLM DNA unwinding, fluorescence dequenching | Potency, µM (top dose mostly 56.1 µM), without a hit: top-dose activity change, negative = inhibition, usual class: inhibitors | 0.2% of 350,000 active | AID 2528, 2010;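 note: potency is the fitted concentration of half-maximal effect; plate controls were vehicle for no effect and no enzyme for full effect; nearly all actives have a fitted effect of over 35% in size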
# Target sequence (P54132 whole entry, looked up): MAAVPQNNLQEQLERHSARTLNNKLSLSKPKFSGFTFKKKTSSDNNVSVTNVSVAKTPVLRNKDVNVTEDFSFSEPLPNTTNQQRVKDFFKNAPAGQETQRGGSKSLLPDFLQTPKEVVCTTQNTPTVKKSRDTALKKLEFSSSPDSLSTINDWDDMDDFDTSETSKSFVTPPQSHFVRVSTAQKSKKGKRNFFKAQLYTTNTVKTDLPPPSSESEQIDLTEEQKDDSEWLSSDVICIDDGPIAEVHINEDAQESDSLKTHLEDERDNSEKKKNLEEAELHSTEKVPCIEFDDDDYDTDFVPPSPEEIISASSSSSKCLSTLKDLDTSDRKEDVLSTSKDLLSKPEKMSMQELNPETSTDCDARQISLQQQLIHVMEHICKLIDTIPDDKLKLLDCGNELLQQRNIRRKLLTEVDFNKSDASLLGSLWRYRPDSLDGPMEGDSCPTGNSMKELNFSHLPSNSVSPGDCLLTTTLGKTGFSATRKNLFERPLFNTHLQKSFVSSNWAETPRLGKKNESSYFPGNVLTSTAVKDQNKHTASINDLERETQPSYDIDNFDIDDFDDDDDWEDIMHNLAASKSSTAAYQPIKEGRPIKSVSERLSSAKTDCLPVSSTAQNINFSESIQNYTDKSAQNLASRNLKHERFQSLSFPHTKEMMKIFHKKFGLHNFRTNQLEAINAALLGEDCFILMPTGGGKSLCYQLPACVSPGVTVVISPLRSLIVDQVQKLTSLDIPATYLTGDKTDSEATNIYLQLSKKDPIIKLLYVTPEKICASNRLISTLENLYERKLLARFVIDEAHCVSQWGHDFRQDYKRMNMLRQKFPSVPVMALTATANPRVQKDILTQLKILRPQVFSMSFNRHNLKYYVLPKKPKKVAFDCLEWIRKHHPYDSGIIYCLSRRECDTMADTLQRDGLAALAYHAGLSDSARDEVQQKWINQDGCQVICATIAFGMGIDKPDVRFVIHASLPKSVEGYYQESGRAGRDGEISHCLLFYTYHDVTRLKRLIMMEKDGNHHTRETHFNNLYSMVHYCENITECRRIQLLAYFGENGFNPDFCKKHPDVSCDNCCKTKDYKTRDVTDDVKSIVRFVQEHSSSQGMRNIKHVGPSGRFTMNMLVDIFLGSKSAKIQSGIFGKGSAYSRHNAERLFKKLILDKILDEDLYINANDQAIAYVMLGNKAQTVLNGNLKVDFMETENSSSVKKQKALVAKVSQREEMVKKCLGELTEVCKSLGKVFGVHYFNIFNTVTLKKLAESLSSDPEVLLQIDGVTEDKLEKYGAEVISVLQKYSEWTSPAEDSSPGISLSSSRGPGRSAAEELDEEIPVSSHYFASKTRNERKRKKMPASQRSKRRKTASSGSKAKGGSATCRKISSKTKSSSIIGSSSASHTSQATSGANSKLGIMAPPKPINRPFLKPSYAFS
# TRHR agonist: qHTS for Small Molecule Agonists and Allosteric Enhancers of Human TRH Receptor: Primary Screen for Agonists; TRHR cells, calcium flux fluo-8, FDSS agonist mode; Thyrotropin-releasing hormone receptor (Homo sapiens), P34981; AID 493084, 2011; 0.18% of 360,000 active; activation, % at 2 µM; in the data active = activation above about 30%; note: 0% is about no effect
#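 Fluo-8-loaded TRHR cells; 10 s baseline, compound added, kinetic Ca2+ fluorescence read 1/s, agonist mode.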
# POLI inh: qHTS for Inhibitors of Polymerase Iota; 1% of 390,000 active; Potency, µM (series often up to 115 µM), inactives show top-dose activity, negative = inhibition, usual class: inhibitors; Pol iota fluorescent replication assay, 10 min; note: potency is the fitted concentration of half-maximal effect
#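 Fluorescent replication assay read twice, at 0 min and 10 min after adding 50 nM (final) substrate. Enzyme (10 nM) and compounds were first incubated 15 min at room temperature; enzyme-free buffer wells were negative controls.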
# Starred values were filed as active, the others as inactive; ? = inconclusive; . = no result given; & = joins results of further samples; [ ] = dose if it differs, or a comment. Unless noted, calls come from the whole dose curve; as a rule, active = well fitted curve in the direction sought with a large enough effect; inconclusive = small, poorly fitted or top-dose-only effect, or another doubt; inactive = no such curve, though single readings can be large; an effect the other way counts as inactive or inconclusive.
SMILES,APE1 inh,Pol beta inh,ERG-DNA inh,Apoferritin bind,ALOX12 inh,POLK inh,BLM helicase inh,TRHR agonist,POLI inh
CCc1cccc(C)c1NC(=O)Cc1ccsc1,-4%,22%,4%,-6%,-17%,-13%,-4%,-0.3,37%[activator]
Cc1c(Cl)cccc1NC(=O)c1ccc2snnc2c1,.,23%,-3%,3%,-12%,2%,3%,-0.5,26%
Cc1ccc2c(N)[nH]nc2n1,2%,-24%,-9%,-4%,-30%,-6%,3%,-0.2,48%[activator]
Cc1ccc(Sc2ccc(N)cc2C#N)cc1,.,.,-8%,.,0%,-10%,.,.,-6%
CC1=CC(C)(C)n2c(O)c(N=NC(N)=S)c3c(C)ccc1c32,-4%,2%[57.1 µM],-6%,-9%,-28%,-17%,1%,-0.3,-1%
C=CCNc1nc(Cl)nc(Nc2ccc(OC)cc2OC)n1,19%,26%,-21%,-8%,-11%,9%,-7%,-0.6,22%
COc1ccccc1OCc1cc(-c2ccccc2)no1,-1%,?,-8%,-6%,16%,-21%,-13%,-0.4,84%[activator]
CCc1ccc(OCCNC(=O)c2cc(SC)ccc2Cl)cc1,10%,-16%,-1%,-2%,?,-17%,-9%,0.3,5%
O=C(NNC(=O)C12CC3CC(CC(C3)C1)C2)c1cccc(O)c1,12%,9%,1%,-10%,-1%,1%,-1%,0.3,-13%
NS(=O)(=O)c1ccc(Nc2nc(-c3ccc(O)cc3)cs2)cc1,?,-27%,8%,28%,?,-11%,-20%,1.5,-9%[58.9 µM]
CCOc1ccccc1NC(=O)C1CCCN(S(=O)(=O)c2ccc(OC)c(C)c2)C1 (centres undefined),-5%,0%,-7%,-8%,7%,-5%,-8%,-0.8,7%
CCOC(=O)C1C(=O)NC(SCC(=O)Nc2nccs2)=C(C#N)C1c1ccccc1OCC (centres undefined),4%,-1%,19%,-6%,.,-20%,-3%,1.4,?

# The closing 4 records of the part before lead into the next:
SMILES,APE1 inh,Pol beta inh,ERG-DNA inh,Apoferritin bind,ALOX12 inh,POLK inh,BLM helicase inh,TRHR agonist,POLI inh
O=C(NNC(=O)C12CC3CC(CC(C3)C1)C2)c1cccc(O)c1,12%,9%,1%,-10%,-1%,1%,-1%,0.3,-13%
NS(=O)(=O)c1ccc(Nc2nc(-c3ccc(O)cc3)cs2)cc1,?,-27%,8%,28%,?,-11%,-20%,1.5,-9%[58.9 µM]
CCOc1ccccc1NC(=O)C1CCCN(S(=O)(=O)c2ccc(OC)c(C)c2)C1 (centres undefined),-5%,0%,-7%,-8%,7%,-5%,-8%,-0.8,7%
CCOC(=O)C1C(=O)NC(SCC(=O)Nc2nccs2)=C(C#N)C1c1ccccc1OCC (centres undefined),4%,-1%,19%,-6%,.,-20%,-3%,1.4,?
CCOc1ccc(C)cc1S(=O)(=O)N1CCCCC1,-2%,?,-11%,-5%,-3%,-16%,-2%,-1.0,-3%
Cc1cc(C)c2c(-n3cccc3)c(C(=O)NNS(=O)(=O)c3ccc(Br)cc3)sc2n1,-5%,16%,8%,-23%,?,-20%,-10%,.,27%
C#CCn1c(=NC(=O)CN2C(=O)CCC2=O)sc2cccc(OC)c21,0%,14%,-5%,-15%,8%,8%,2%,0.1,0%
CN1CCN(CCCOc2ccc(-c3ccccc3)cc2)CC1,4%,20%,2%,?,?,-8%,-7%,1.2,111%[activator]
Cc1ccc(C(=O)OCC(=O)N2CCOCC2)c(C)c1,-25%,53%,3%,7%,8%,0%,3%,-1.8,54%[activator]
CCn1c(=O)cc(OCC(=O)Nc2cc(Cl)c(OC)cc2OC)c2ccccc21,.,30%,-7%,-6%,-8%,2%,-8%,-0.2,-17%
C/C(=N\Nc1nc(N)cc(Cl)n1)c1cccc(N)c1,14%,33%,1%,-9%,22%,-12%,1%,-2.1,-2%
COc1ccc(S(=O)(=O)NCCc2csc(-c3ccc(F)cc3)n2)cc1F,.,-22%,3%,-17%,-26%,-2%[60.1 µM],-1%,-0.8,4%
Cc1cccc(-c2nsc(SCC(=O)Nc3cc(C)on3)n2)c1,-6%,26%,-4%,-7%,?,-1%,-3%,0.0,154%[activator]
COc1ccc(CNC(=O)C2CCC(=O)N2C(C)C)c(OC)c1 (centres undefined),-1%,5%,-2%,-4%,11%,6%,0%,0.1,-22%
CCCn1c(SCC(=O)Nc2ccccc2Cl)n[nH]c1=O,1%,5%,-4%,-3%,-2%,-1%,-3%,0.1,34%[activator]
CCOC(=O)c1sc(NC(=O)COC(=O)C(CCSC)NC(C)=O)nc1C (centres undefined),-3%,2%,8%,-5%,-17%,-12%,1%,0.0,62%[activator]
O=C(CSc1ncn(-c2ccccc2)n1)Nc1nccs1,-3%,-9%,5%,-20%,?,-6%,-19%,-1.1,?
Cc1ccc(CN2CCc3nc(Nc4ccc5c(c4)OCCO5)ncc3C2)cc1,.,-2%,-5%,-2%,?,-8%[60.1 µM],-6%,-0.2,-12%
O=C(OCc1ccccc1)N1CCC2CC1c1cc(NCCc3ccccc3)ccc12 (centres undefined),.,.,4%,.,5%,-22%,.,.,24%
CCCCN(C(=O)c1ccc(C)c(S(=O)(=O)N2CCOCC2)c1)c1c(N)n(CC(C)C)c(=O)[nH]c1=O,3%,.,9%,.,8%,-20%,.,-0.1,11%
COc1ccc(S(=O)(=O)NC(C)C(=O)NCC2CCCO2)cc1OC (centres undefined),85%[activator],0%,7%,3%,9%,3%,-3%,-0.7,17%
O=C(NCCO)c1ccc(CSc2nc3ccccc3[nH]2)cc1,2%,32%,8%,-2%,?,-3%,3%,-0.9,21%
CCNC(=O)CC(=O)Nc1ccccc1C(=O)O,0%,8%,2%,-1%,-6%,-9%,2%,-0.3,4%
COC(=O)c1cc(Br)c(=O)n(Cc2ccc3c(c2)OCO3)c1,-1%,19%,-3%,-18%,0%,-6%,0%,-1.0,18%
COC(=O)c1ccc(COc2ccc(-c3nnn(CC(N)=O)n3)cc2)cc1,7%,1%,-3%,-2%,-2%,-6%,-6%,1.8,27%
Cc1cc(C)c(C#N)c(SCC(=O)Nc2ccccc2)n1,-2%,0%,-7%,0%,1%,-8%,3%,-0.4,-1%
COC(=O)c1ccc(N2CCN(S(=O)(=O)c3ccc(Br)cc3)CC2)c([N+](=O)[O-])c1,2%,2%,2%,0%,-18%,-12%,-6%,0.0,19%
O=C(CN(C(=O)CCNC(=O)c1ccco1)c1ccccc1)NC1CCCC1,-9%,-1%,0%,5%,-5%,-2%,0%,-0.2,?
COc1ccc(Cl)cc1NC(=O)CSc1nnc(Cn2c(=O)sc3ccccc32)n1C,-1%,14%,20%,4%,2%[57.4 µM],-4%,-8%,-0.8,6%
O=C(Cn1c(=O)n(-c2ccccc2)c(=O)c2ccc(C(=O)NCc3ccc4c(c3)OCO4)cc21)Nc1ccc(Br)cc1,.,-28%,-1%,-9%,?,-14%,-1%,1.9,-7%
C(=C\c1ccccc1)/C=N/n1cnnc1,3%,2%,5%,-11%,-6%,-1%,1%,1.4,12%
COc1nc(NS(=O)(=O)c2ccc(C)cc2)nc(C)c1Cl,1%,-20%,3%,10%,0%,-7%,-1%,-0.5,7%
CCN(NC(=O)C(O)(c1ccc(F)cc1)c1ccc(F)cc1)C(=O)c1ccccc1,-2%,-12%,-3%,0%,-9%,-8%,-14%,0.6,15%
CCOC(=O)N1CCN(C(=O)c2ccccc2N(Cc2ccccc2)S(=O)(=O)c2ccccc2)CC1,11%,-3%,12%,-20%,2%,-8%,-6%,-0.8,-3%
S=C(NCCc1ccccc1)Nc1ccccc1Cl,?,2%,-11%,-7%,?,-16%,0%,0.3,-14%
O=C(NC1CC(=O)N(c2cccc(F)c2)C1)C1CCCCC1 (centres undefined),.,17%,-1%,-4%,-13%,1%[60.1 µM],1%,0.2,38%[activator]
O=C(Nc1ccccc1)N(C1=NCCC1)c1ccccc1,1%,1%,-1%,-6%,0%,-11%,-2%,-0.3,-5%[58.9 µM]
COc1cc(OC)cc(-c2nc3nc(C)c(CCC(=O)Nc4ccc(F)cc4F)c(C)n3n2)c1,.,-4%,-1%,-10%,-15%,?,-4%,-0.5,-103%
O=C(Cn1cc(S(=O)(=O)c2ccccc2)c(=O)c2cc3c(cc21)OCO3)Nc1ccccc1,.,8%,2%,5%,-8%,-13%,-5%,-1.8,84%[activator]
COc1ccc(OC)c(CCNC(=O)CS(=O)(=O)Cc2nc(-c3ccc(C)cc3)oc2C)c1,1%,8%,-2%,-6%,-16%&0%,-23%,-2%,0.2,6%
C#CCOc1c(Br)cc(/C=C2/C(=O)ON=C2C)cc1OC,2%,-8%,2%,-12%,5µM*,-4%,-4%,0.7,54%[activator]
CC(Sc1nnc(C(C)Oc2ccccc2F)o1)C(=O)NCc1ccc2c(c1)OCO2 (centres undefined),5%,.,-18%,.,-5%,-6%,.,0.3,-4%
O=C(NCc1cccc(Cl)c1)c1cccc(S(=O)(=O)N2CCCCC2)c1,5%,.,-3%,.,-11%,-1%,.,1.0,16%
C/C(=N/NC(=O)c1ccc(-c2ccccc2)cc1)c1cc(O)cc(O)c1,-25%,7%,-10%,-12%,0%,-11%,-4%,-0.1,17%
Cc1ccc(N=C2N=C(N)c3ccccc32)c(C)c1,0%,-13%,3%,-11%,-6%,0%,-2%,-0.1,-2%

# A portion of the library. The share of hits here may be higher or lower than overall.
